# High-throughput results from PubChem.
# PGC1a acetyl inh – inhibitors of PGC1a acetylation signal, primary screen, cell-based, U2OS, AlphaScreen, inhibitor mode; AID 651687, 2012; inhibition, % at 15.6 µM; AlphaScreen anti-acetyl-lysine; with virally co-expressed GCN5 acetyltransferase; hit rate 0.17% among 350,000;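 active = every replicate shows inhibition of at least 40%; inconclusive = mean inhibition at least 40% but some replicate below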;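 note: 0% = neutral control wells and 100% = positive control wells; some results beyond the cut were filed as inactive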
# C2C12 statin – suppressors of statin myotoxicity in C2C12 myotubes, primary screen, cell-based, single point, plate reader. C2C12 myotubes + simvastatin, ATP luminescence, 48 h; scaled: DMSO 0, geranylgeraniol control 100. rescue of ATP level, % at 7.49 µM. hit rate 0.78% among 330,000. AID 602340, 2012;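 active = mean ATP rescue above about 67%, or every replicate alone reaching that limit, limit read from the data, passing the limit was not always enough; inconclusive = no clear call, values can overlap the other calls; inactive = mean under the limit and some replicate under it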;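 note: myotubes were challenged with 10 µM simvastatin during compound exposure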
# ARNT-TACC3 inh – disruptors of ARNT/TACC3 protein interaction, primary screen, biochemical, AlphaScreen, single concentration. Transforming acidic coiled-coil-containing protein 3 (Homo sapiens), Q9Y6A5. AlphaScreen His-ARNT PAS-B/GST-TACC3 binding, luminescence; TACC3 fragment carries E629A point mutation. inhibition, % at 9.99 µM. hit rate 0.66% among 390,000. AID 623870, 2012;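 active = mean inhibition of replicates at least 50% and at least half of replicates each reaching 50%; inconclusive = half or more replicates reach 50% but mean below 50%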;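 note: 0% = complete ARNT plus TACC3 wells and 100% = ARNT alone without TACC3; many hits fall short of the cut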
# LGR2 inh – inhibitors of bursicon-induced LGR2 CRE-luciferase signal, primary screen, cell-based, HEK293, CRE-luciferase reporter, bursicon stimulation; Drosophila bursicon receptor LGR2 (rickets); bursicon-stimulated, 4 h; inhibition, % at 9.99 µM; hit rate 0.35% among 380,000;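 active = drop in luminescence signal, shown as inhibition above about 50% in the replicate tests, limit read from the data, passing the limit was not always enough; inconclusive = probably only some replicates passing the limit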;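 note: agonist challenge used bursicon conditioned medium at about half maximal strength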
# Cneo AK release – Cryptococcus neoformans cell lysis inducers, primary screen, AK release luminescence, single concentration. C. neoformans lysis, adenylate kinase release luminescence, 4 h; normalised: neutral wells 0, clomiphene wells 100. lysis activity, % at 15 µM. hit rate 0.2% among 360,000;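 active = mean lysis activity across replicates of at least 80%, whatever share of replicates individually reach that level; inactive = mean lysis activity below 80%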
#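 Test system: log-phase Cryptococcus neoformans yeast cells. Input: 5 × 10^6 yeast cells/mL. Medium: fresh YPD growth medium. Doses: single dose. Incubation: static 4 h at 37 °C with compound, 1 h detection. Measured by: luminescent adenylate kinase detection reagent. Read-out: signal increase indicating cell lysis. Benchmarks: Clomiphene.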
# PglD DTNB – C. jejuni PglD acetyltransferase inhibitors, primary screen, biochemical, DTNB colorimetric, single point | purified PglD enzyme, DTNB colorimetric CoA detection | AID 602405, 2012 | hit rate 0.098% among 360,000 | inhibition, % at 12.5 µM | UDP-N-acetylbacillosamine N-acetyltransferase PglD (Campylobacter jejuni); in the data active = inhibition above about 16%, passing the limit was not always enough; inconclusive = no clear call, values can overlap the other calls; note: strong numbers were not always called active
# GSIS activator – GLuc luminescence reporter in INS-1E cells, primary screen for activators of glucose-dependent secretion of insulin; INS-1E GLuc reporter insulin secretion, 2-3 h; activation, % at 16.6 µM; hit rate 0.61% among 370,000; AID 743287, 2014;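 active = lowest replicate activation of at least 40%, so every replicate reaches that level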;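 note: 0% = median of neutral control wells and 100% = median of IBMX positive control wells; some compounds called inactive have numbers as strong as hits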
# PAX8 reporter – inhibitors of PAX8-driven TPO luciferase reporter, primary screen, RMG-I cells, single concentration. SteadyGlo, 24 h. inhibition, % at 12.6 µM. hit rate 1.2% among 360,000. AID 652154, 2013;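 active = mean replicate inhibition at least 60% with every replicate also reaching 60%; inconclusive = only one of the two criteria is met; inactive = mean below 60% and not all replicates reaching 60%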;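 note: luciferase light reporting Pax8 driven TPO promoter activity; plate controls were median of neutral control wells for no effect and mitoxantrone controls for full effect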
# The depositor's hits bear a star; ? = inconclusive; / = no result given; & = joins results of further samples.
Compound,PGC1a acetyl inh,C2C12 statin,ARNT-TACC3 inh,LGR2 inh,Cneo AK release,PglD DTNB,GSIS activator,PAX8 reporter
CCOc1cccc(C(=O)Nc2ccc3[nH]ncc3c2)c1,9,-12,-6,-69,-8,-4,4,-135
O=C(/C=C/c1ccccc1)CC(O)(c1ccccc1)C(F)(F)C(F)F (stereo not drawn),?,-47,-4,?,0,0,7,/
CC(C)OC(=O)[C@H]1[C@H](c2ccc(Cl)cc2)[C@@](C#N)(C(N)=O)[C@@H]2C=CC(C(N)=O)=CN21,-1,21,11,/,1,3,/,/
COc1ccc(C(=O)NCc2nnc(SC)n2C2CCCCC2)cc1,6,10,-2,-5,0,2,/,12
O=C1c2ccccc2C(=O)N1c1ncccn1,-12,12,-12,/,-2,7,/,/
C[C@H](CO)N1C[C@H](C)[C@H](CN(C)S(=O)(=O)c2ccc(F)cc2)Oc2ncc(-c3cccc(F)c3)cc2C1=O,7,46,-3,-13,5,0,-13,/
Fc1cccc(Cc2noc(CN3CCCCC3c3ccccn3)n2)c1 (stereo not drawn),/,/,2,-8,/,/,-13,17
O=C(CN(Cc1ccccc1)C(=O)CCC(=O)Nc1nccs1)NCc1ccco1,1,/,/,10,-3,-2,18,/
Nc1nc(-c2ccc3c(c2)OCCO3)c(CC(=O)O)s1,-3,-9,-2,-23,1,-4,-7,14
Cc1ccccc1Cn1c(=O)n(-c2ccccc2)c(=O)c2ccc(C(=O)NCc3ccco3)cc21,2,-5,-7,3,-6,-1,-9,-15
O=C(Cn1[nH]c(=O)c2ccccc2c1=O)Nc1cccnc1,3,/,-1,13,/,/,/,15
O=C(NCc1ccccc1)C1=C[C@H](C2CC2)C[C@H](OCCCCO)O1,-2&-1,10,-8&-1,-10,-1&1,2&-1,0,5&10
Fc1cccc(Cc2noc(CN3CCC(c4ccncc4)CC3)n2)c1,/,/,0,9,/,/,-8,4
CCOC(=O)c1ccc(NC(=S)N(CCCN2CCCCCC2)Cc2ccco2)cc1,/,/,5,4,-1,-8,-4,6
COC(=O)Cn1c(CN2CCc3ccccc3C2)nc2c1c(=O)n(C)c(=O)n2C,5,4,5,-26,-1,2,/,23
O=C(Cc1cccs1)NCc1ccc(Cl)cc1,/,15,-5,-7,-9,-3,0,-15
Cc1nn(-c2ccccc2)c(C)c1-c1ccccc1O,/,17,14,/,11,1,/,0
COc1ccc(C(CC(=O)O)NC(=O)C(c2ccccc2)c2ccccc2)cc1 (stereo not drawn),-2,13,-15,6,2,3,-5,2
CC1(C)CC(NC(=O)Cc2ccccc2)CC(C)(C)N1,/,-5,-4,-9,-2,-15,-6,2
Cc1cccc(COc2ccccc2C(=O)N(C)CC(=O)Nc2cccc(F)c2)c1,-1,-6,-13,-18,18,2,-68,4
CC(=O)OC(C(=O)Nc1nccs1)c1ccccc1 (stereo not drawn),-1,1,-3,2,-3,-2,/,0
COC(=O)c1cnn(-c2nc(-c3ccccc3)cs2)c1N,-5,-5,-1,-56,-1,-5,45*,-94
CCc1cccc(C)c1NC(=O)CN(C)Cc1ccccc1F,/,/,-15,11,-3,-11,-3,2
NC(=O)CC(NC(=O)Cc1cccc2ccccc12)c1ccc(NCC2CC2)c([N+](=O)[O-])c1 (stereo not drawn),/,-24,0,-3,6,-2,6,-24
COC(=O)C(C(=O)OC)C(c1ccccc1)C(C(=O)c1ccccc1)[N+](=O)[O-] (stereo not drawn),/,/,-2,4,/,/,-14,12
CC(C)Cn1c(SCC(=O)N2CCc3ccccc3C2)nc(O)cc1=O,4,7,5,0,-1,2,2,2
Cc1ccnc(NC(=O)c2ccco2)n1,/,-10,-5,15,-1,-2,-2,17
O=C(COC(=O)CCC(=O)c1ccc(F)cc1)NCc1ccccc1Cl,-4,0,-8,1,0,6,-7,-4
COc1cc(Cl)c(C)cc1NC(=O)COC(=O)c1ccc(CN2CCCC2=O)cc1,-7,2,3,-4,1,-3,-7,-11
O=C(O)c1ccccc1N(c1ccccc1)c1ccccc1,-3,/,/,0,1,6,5,2
CCCN(C(=O)/C=C/c1ccc(S(=O)(=O)N(CC)CC)cc1)C1CCS(=O)(=O)C1 (stereo not drawn),/,-1,-2,3,-1,2,0,-2
CC(C)CNS(=O)(=O)c1ccc(CCC(=O)NCc2cccnc2)cc1,5,0,22,/,1,0,/,/
CCOc1ccc(CN2CCNC(=O)C2CC(=O)NC2CCCCCC2)cc1 (stereo not drawn),/,2,-3,-7,3,-2,-1,11
O=C(Nc1ccc(Oc2ccccc2)cc1)c1ccc(Cn2c(=O)[nH]c3ccsc3c2=O)cc1,-21,-30,/,15,-4,-2,16,19
Cc1ccccc1C(=O)Nc1ccc(N2CCCC2)cc1,-18,-11,15,-3,0,-5,-10,-42
CCOC(=O)CSCC(=O)Nc1ccc(S(=O)(=O)N2CCCCC2)cc1,-10,3,-1,/,0,-5,/,/
O=C(NCC[C@@H]1CC[C@@H](NC(=O)C2CCC2)[C@H](CO)O1)c1cnccn1,4,-14,-22,16,7,3,-3,-12
C[C@H](CO)N1C[C@H](C)[C@H](CN(C)S(=O)(=O)c2ccccc2F)Oc2ncc(/C=C/c3ccccc3)cc2C1=O,-8&-2,?,1&-3,-13,-2&0,6&3,-9,-53
O=C(CSc1nc(C2CC2)nc2ccccc12)Nc1ccccc1N1CCOCC1,/,/,-9,14,/,/,2,51
[N-]=[N+]=NCc1ccccc1C[C@]1(C(=O)N2CCOCC2)COC(c2ccc(OCCCO)cc2)=N1,/,/,10,/,50,-7,/,2

# 3 of these compounds, reformatted:
# Every second line gives: PGC1a acetyl inh	C2C12 statin	ARNT-TACC3 inh	LGR2 inh	Cneo AK release	PglD DTNB	GSIS activator	PAX8 reporter
O=C(Nc1ccc(Oc2ccccc2)cc1)c1ccc(Cn2c(=O)[nH]c3ccsc3c2=O)cc1
→ -21	-30	/	15	-4	-2	16	19
Cc1ccccc1C(=O)Nc1ccc(N2CCCC2)cc1
→ -18	-11	15	-3	0	-5	-10	-42
CCOC(=O)CSCC(=O)Nc1ccc(S(=O)(=O)N2CCCCC2)cc1
→ -10	3	-1	/	0	-5	/	/

# More structures follow.
Compound,PGC1a acetyl inh,C2C12 statin,ARNT-TACC3 inh,LGR2 inh,Cneo AK release,PglD DTNB,GSIS activator,PAX8 reporter
C[C@H]1CN([C@@H](C)CO)C(=O)Cc2cc(N(C)C)ccc2O[C@@H]1CN(C)Cc1ccc(C(=O)Nc2ccccc2N)cc1,-8,36,15,16,6,0,26,65*
CCOC(=O)CC1C(=O)NCCN1S(=O)(=O)c1ccc(OC)cc1 (stereo not drawn),/,/,-3,12,/,/,9,-5
CC(/C=N/NC(=O)c1cccs1)=C\c1ccccc1,-7,-1,20,24,-9,6,-8,-166
O=C(CN(Cc1ccccc1)C(=O)CSc1nnc(COc2ccccc2)o1)NC1CCCC1,35,/,-30,/,-4,-2,/,6
O=C(Nc1nnc(-c2ccco2)o1)c1cccc2ccccc12,/,/,17,1,/,/,5,-35
CCN(C[C@H]1N[C@@](Cc2ccccc2)(C(=O)OC)[C@H]2C(=O)N(C)C(=O)[C@@H]12)S(=O)(=O)c1ccc(C(F)(F)F)cc1,/,-5,-8,-3,0,2,-22,16
CCOC(=O)c1c(C)[nH]c(C(=O)NCc2ccccn2)c1C,14,9,-17,-18,-1,-2,8,-143
CC(=O)N(Cc1cc(=O)[nH]c2ccccc12)c1ccc(C)cc1C,/,/,-13,20,/,/,-6,12
CC(C)(C)C(=O)COC(=O)c1ccc2c(c1)C(=O)N(Cc1ccco1)C2=O,/,3,-37,7,0,7,-4,14
O=C(CC1CC1)N1CC[C@@H]2[C@H](CO)Nc3ccc(-c4ccccc4)cc3[C@@H]21,2,-2,-9,-4,3,8,14,-24
COc1ccc(CCN2C(=O)CC(NCCc3ccc(S(N)(=O)=O)cc3)C2=O)cc1OC (stereo not drawn),-11,/,-5,/,-1,0,/,/
CCOC(=O)[C@@H]1[C@H]2COc3ccc(Br)cc3[C@H]2N2C(=O)N(c3cccc(F)c3)C(=O)[C@]12C,2,-3,0,0,0,-1,-6,28
O=C(c1ccc2c(c1)OCO2)N1CC[C@@H]2[C@H](CO)Nc3ccc(-c4ccc(F)cc4)cc3[C@@H]21,10,5,21,6,-14,-2,-4,38
COc1cc(-c2noc(C)c2C(=O)N[C@@H](CO)Cc2ccccc2)cc(OC)c1OC,1,1,-1,11,0,0,8,-2
COc1ccc(C2(C)NC(=O)N(CC(=O)NC(C)c3ccc(CC(C)C)cc3)C2=O)cc1 (stereo not drawn),4,4,-2,3,3,7,-47,22
O=C(CC1CC1)N1[C@H](CO)[C@H]2c3ccccc3N(S(=O)(=O)c3ccccc3)C[C@H]21,-4,-8,-4,-3,1,1,5,-10
CCCc1nnc(NC(=O)Cn2c(=O)oc3cc(Br)ccc32)s1,12,1,/,-20,-5,3,-10,/
O=C1N/C(=C\c2ccc(O)cc2)C(=O)c2ccccc21,-5,?,7,22,-6,-5,3,/
CC1CC(C)CN(C(=O)C(C)N2CCN(S(=O)(=O)c3ccc(C(F)(F)F)cc3)CC2)C1 (stereo not drawn),2,-6,3,0,2,0,-27,21
COc1ccc(C(=O)/C(=C/c2cccs2)c2nc3ccccc3o2)cc1,4,94*,4,/,-2,-5,/,-117
COc1ccc(-c2cnc3c(c2)C(=O)N([C@H](C)CO)C[C@H](C)[C@H](CN(C)C(=O)C2CCCCC2)O3)cc1,6,-5,/,8,/,/,2,1
CC(=O)C1=C(O)C(=O)N(Cc2cccnc2)C1c1ccc(Cl)cc1 (stereo not drawn),-2,7,-2,/,0,1,/,/
CCC(CC)C(=O)NCc1ccccc1OC,8,3,-7,3,0,5,20,/
Cc1noc(C)c1NC(=O)N(C)C[C@H]1OCCCC[C@H](C)Oc2ccc(NC(=O)NC(C)C)cc2C(=O)N([C@H](C)CO)C[C@@H]1C,-2,/,3,5,-6,-2,9,-7
CN1c2ccsc2C(O)=C(C(=O)Nc2ccccc2)S1(=O)=O,-1,-15,3,/,3,-2,/,6
COc1ccccc1/C=N/NC(=O)CN(C1=NS(=O)(=O)c2ccccc21)c1ccccc1,/,/,23,35,/,/,-26,14
CCCN(CC(=O)Nc1ccccc1C)C(=O)COc1c(Cl)cccc1Cl,-2,-3,-11,5,4,1,-8,24
CC(=O)c1ccc(OC2(C)CCN(Cc3cccn3-c3nccs3)C2)cc1 (stereo not drawn),/,0,/,6,5,-1,7,9
C/C(CCc1ccc2c(c1)OCO2)=N\N=C(/N)SC1CC(=O)N(c2ccc(Cl)cc2)C1=O (stereo not drawn),3,-73,11,/,1,-6,/,/
